# GSK3B inh = human GSK3beta kinase inhibition; GST-GSK3beta kinase, ADP-Glo luminescence, 60 min; stronger effect = lower value; 0.038% of 300,000 active; activity score (negative = inhibition), % at 10 µM;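 active = more than half of replicate wells score below -50%, meaning over 50% inhibition versus plate controls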;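 note: 0% = median DMSO wells and -100% = median GW8510 positive control wells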
#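 Test system – GST-tagged human GSK3beta kinase, cell-free · Incubation – 60 min enzyme reaction, room temperature · Signal – ADP-Glo luminescence · Also added – peptide substrate and ATP at 25 µM · Controls – DMSO neutral wells and GW8510 at 20 µM as positive · Buffer or medium – Tris/MgCl2 kinase buffer · Measure – Luminescence-derived activity versus plate DMSO and GW8510 wells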
# KCNQ1 act = human KCNQ1 channel potentiation or activation | P51787 | CHO-K1 KCNQ1, thallium flux FluxOR fluorescence; stronger effect = higher value | B-score at 10 µM | 0.35% of 310,000 active | AID 2648;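 active = fluorescence ratio B-score, a plate-corrected score, at least three library SD, with initial intensity B-score within 5 SD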
#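 System: Stable KCNQ1 CHO-K1 line | Incubation: 90 min dye loading and 20 min compound exposure, both at room temperature | Measure: Ratio B score | Medium: Assay buffer for compound exposure, DMSO matched across wells | Compound dosing: Single-concentration screen | Probe or stimulus: K+/Tl+ depolarizing stimulus | Measured by: Kinetic FluxOR fluorescence, 10 s baseline plus 110 s post-stimulus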
# PolyA inh = inhibitors of polyadenylation in S. cerevisiae; S. cerevisiae SKY197-pL101 polyadenylation reporter, beta-gal luminescence; efflux-impaired pdr1/pdr3 knockout yeast; score 100 = 6 SD above DMSO; calls only at 12 µM; AID 1875; 0.02% of 300,000 active;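 active = lowest replicate activity score at least 50, where 100 means six control SD above control mean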;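 note: yeast exposed to compound for 9 h at 30 °C; higher score means more reporter readthrough which indicates perturbed polyadenylation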
# RGS4 pot = RGS4 potentiation or activation; HEK293 M3R/inducible RGS4, carbachol calcium flux Fluo4; stronger effect = lower value; B-score at 10 µM; 0.92% of 310,000 active; AID 463111;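 active = B-score of the integrated calcium signal more than 4 SD below the library mean, with starting fluorescence not abnormally high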;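 note: negative B-score means reduced calcium response which marks RGS4 activation or potentiation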
#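 System: HEK293 FlpIn-TREx cells, stable M3R, doxycycline-inducible RGS4. Timing: overnight RGS4 induction, 30 min dye load 37 °C, 20 min compound RT. Also added: carbachol, ECmax concentration. Measured by: Fluo4 fluorescence kinetic imaging of calcium. Evaluation: integrated calcium ratio converted to B score.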
# KCNQ1 block = inhibitors of human KCNQ1 potassium channel; P51787; CHO-K1 KCNQ1, FluxOR thallium flux fluorescence; stronger effect = higher value; B-score at 10 µM; 1.3% of 310,000 active; AID 2642;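 active = compounds whose thallium flux B-score, printed positive for inhibition, exceeds three library SD while starting fluorescence stays within three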;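 note: channel opened by potassium depolarization with thallium stimulus after 20 min compound exposure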
# GSK3 alpha inh = blocks human GSK-3 alpha kinase | AID 2650 | P49840 | inhibition, % at 10 µM | 0.1% of 320,000 active | ADP-Glo luminescence, 60 min;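 in the data active = inhibition above about 50%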;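 note: GST-tagged GSK-3 alpha with peptide substrate and 25 µM ATP; 0% = DMSO neutral wells and 100% = GW8510 positive control wells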
# Dyrk1A ADPGlo = inhibitors of rat Dyrk1A kinase; 0.43% of 310,000 active; ADP-Glo luminescence, NFATc1 peptide; AID 504441; inhibition, % at 12.5 µM; in the data active = inhibition above about 50%;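 note: plate controls were vehicle with enzyme for no effect and no enzyme for full effect; many of its hits are not listed in these tables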
# hERG protect = compounds protecting human hERG from proarrhythmic drug block; activation (rescue from dofetilide block), less the hit threshold, % at 10 µM; 0.51% of 310,000 active; CHO-hERG, FluxOR thallium flux, dofetilide IC70 present; Q12809;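 active = activation above the mean of controls blocked by dofetilide plus 5 SD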;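 note: thallium influx through hERG after potassium depolarization seen as dye fluorescence rise; in these data hits start at about 4.7%; inactives centre near -7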
# KCNK3 inh = human KCNK3 channel inhibition, primary screen. 0.84% of 340,000 active. B-score at 10 µM. CHO-KCNK3 thallium flux, FluxOR fluorescence; stronger effect = lower value. AID 602410. O14649;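 active = B-score under library mean minus 4 SD, starting fluorescence ratio at most library mean plus 5 SD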;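 note: more negative B-score means stronger inhibition of thallium flux through KCNK3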
# Target sequence (O14649 whole entry, looked up): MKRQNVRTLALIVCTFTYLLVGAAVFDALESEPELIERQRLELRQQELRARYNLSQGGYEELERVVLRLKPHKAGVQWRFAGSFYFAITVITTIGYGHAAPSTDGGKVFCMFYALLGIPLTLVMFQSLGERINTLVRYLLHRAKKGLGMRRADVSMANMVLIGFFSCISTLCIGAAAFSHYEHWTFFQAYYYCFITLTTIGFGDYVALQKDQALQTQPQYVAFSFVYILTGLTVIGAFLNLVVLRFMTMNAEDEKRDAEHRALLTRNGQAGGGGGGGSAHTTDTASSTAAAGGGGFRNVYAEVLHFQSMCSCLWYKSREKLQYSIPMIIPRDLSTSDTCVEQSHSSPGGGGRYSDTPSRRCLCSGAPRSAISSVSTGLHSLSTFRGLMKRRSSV
# KCNK9 block = human KCNK9 channel inhibition; HEK293 KCNK9, FluxOR thallium flux fluorescence; stronger effect = lower value; AID 488922; B-score at 10 µM; 1.2% of 310,000 active;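 active = ratio B-score over 3 SD below the library mean, with starting fluorescence within 5 SD of its mean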;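 note: negative B-score means less thallium flux so channel inhibition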
# Target sequence (Q9NPC2 whole entry, looked up): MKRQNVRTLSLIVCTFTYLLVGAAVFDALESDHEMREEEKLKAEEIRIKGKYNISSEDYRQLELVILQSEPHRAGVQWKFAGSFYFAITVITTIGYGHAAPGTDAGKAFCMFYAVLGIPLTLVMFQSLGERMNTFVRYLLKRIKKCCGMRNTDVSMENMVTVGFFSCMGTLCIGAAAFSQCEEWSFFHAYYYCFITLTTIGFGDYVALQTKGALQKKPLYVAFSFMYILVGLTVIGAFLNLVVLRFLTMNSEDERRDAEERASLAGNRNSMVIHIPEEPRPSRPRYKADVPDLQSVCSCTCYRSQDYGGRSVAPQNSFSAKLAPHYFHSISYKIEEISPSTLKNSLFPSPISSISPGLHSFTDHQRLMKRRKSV
# RGS4 block = inhibitors of human RGS4; 0.45% of 310,000 active; AID 463165; HEK293 M3R/RGS4 inducible, Fluo-4 calcium flux; stronger effect = higher value; triggered by carbachol at its EC20; B-score at 10 µM; P49798;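 active = B-score, a plate-corrected calcium signal, over three deviations above library mean, with baseline fluorescence within five deviations of library mean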;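 note: RGS4 expression induced by doxycycline in cells with stable M3 receptor; B-score is computed from the integrated fluorescence ratio over baseline after carbachol; higher B-score means a larger calcium signal and so more RGS4 inhibition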
# Target sequence (P49798 whole entry, looked up): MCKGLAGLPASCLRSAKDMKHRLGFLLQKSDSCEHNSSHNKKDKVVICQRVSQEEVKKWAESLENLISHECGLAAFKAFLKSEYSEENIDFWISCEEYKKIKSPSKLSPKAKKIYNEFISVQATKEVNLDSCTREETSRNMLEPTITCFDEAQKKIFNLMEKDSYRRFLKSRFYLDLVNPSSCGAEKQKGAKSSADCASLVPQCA
# * = called active by the depositor; i = inactive; x = no result given. These rows are one share of the data, so the mix of outcomes need not match the whole.
SMILES,GSK3B inh,KCNQ1 act,PolyA inh,RGS4 pot,KCNQ1 block,GSK3 alpha inh,Dyrk1A ADPGlo,hERG protect,KCNK3 inh,KCNK9 block,RGS4 block
COc1ccccc1NC(=O)c1c(Nc2ccccc2C)sc(C(=O)Nc2cccc(Cl)c2)c1N,2,i,i,i,i,0,-4,-7,i,i,i
COc1cccc(OCC(=O)Nc2cc(NC(=O)COc3cccc(OC)c3)cc(C(=O)O)c2)c1,3,i,i,i,i,x,1,-4,i,i,i
Cc1nn(Cc2ccc(Cl)cc2Cl)c(C)c1NC(=O)Cn1nc([N+](=O)[O-])c(Cl)c1C,-3,i,i,i,i,-2,-3,-4,i,i,i
CN(C)C(CNC(=O)c1cc(S(=O)(=O)N(C)c2ccccc2)ccc1Cl)c1cccs1 (stereo not given),1,i,i,i,i,1,-16,-1,i,i,i
CCOc1ccccc1N1CCN(CC(=O)NCCc2ccc(S(N)(=O)=O)cc2)CC1,-1,i,i,i,i,-4,-3,-6,i,i,i
CSc1nsc(/C=C/Nc2ccc(F)cc2F)c1C#N,-3,i,x,i,i,2,-1,-6,i,i,i
COc1ccc(C2Nc3ccccc3C(=O)N2Cc2ccco2)cc1COc1ccc(NC(C)=O)cc1 (stereo not given),3,i,i,i,i,-2,-2,-8,i,i,i
CC1=C(C(=O)Nc2cccnc2)C(c2cccnc2)n2ncnc2N1 (stereo not given),-5,i,i,i,i,-2,-6,-9,i,i,i
O=C(CN(C(=O)C1CSC(=O)C1)c1cccc(F)c1)NC1CCCC1 (stereo not given),0,i,x,i,i,1,0,-3,i,i,i
CCOc1ccc(NC(=O)c2ccc(CNc3c(N4CCCC4)c(=O)c3=O)cc2)cc1,2,i,i,i,i,-1,12,-17,i,i,i
O=C(Nc1nc(-c2ccc(Cl)s2)cs1)c1cccs1,-2,i,i,i,i,-4,6,-14,-8.9*,-9.2*,i
CC1CC(C)CN(C(=O)CCNC(=O)c2ccccc2Cl)C1 (stereo not given),-3,i,i,i,i,x,2,-5,i,i,i
CCCn1nc2cc(C(=O)NC3CCc4ccccc43)ccc2c1OCC (stereo not given),2,i,i,i,i,-2,3,-6,i,i,i
O=C(Nc1ccccc1-c1ccccc1)NC1CC2CCCC(C1)N2Cc1ccc(F)cc1 (stereo not given),-4,i,i,-10*,i,1,-3,-10,i,i,i
Cc1ccc2c(ccn3cc4c(c(=O)n(C)c(=O)n4C)c23)c1,2,i,i,i,i,x,-1,-3,i,i,i
CCOC(=O)Cn1c(=NC(=O)CN2C(=O)CCC2=O)sc2cc(S(N)(=O)=O)ccc21,5,i,i,i,i,-1,15,-11,i,i,i
O=C(O)CCSc1nnc(-c2ccncc2)n1-c1ccccc1,1,i,i,i,i,27,-2,-1,i,i,i
Cn1nccc1C(=O)N1CCN(C23CC4CC(CC(C4)C2)C3)CC1,2,i,i,i,i,-1,0,-9,i,i,i
CCOC(=O)C(N)CSC1CC(=O)N(c2ccc(C(=O)OC)cc2)C1=O (stereo not given),-20,i,i,i,i,-3,-4,-8,i,i,i
CCC(C)NC(=O)NC(=O)N(C1CCCCC1)S(C)(=O)=O (stereo not given),0,i,i,i,i,-3,4,-8,i,i,i

# Grouped by structure: the compounds so far with an aryl thioether with sulfur outside any ring.
SMILES,GSK3B inh,KCNQ1 act,PolyA inh,RGS4 pot,KCNQ1 block,GSK3 alpha inh,Dyrk1A ADPGlo,hERG protect,KCNK3 inh,KCNK9 block,RGS4 block
CSc1nsc(/C=C/Nc2ccc(F)cc2F)c1C#N,-3,i,x,i,i,2,-1,-6,i,i,i
O=C(O)CCSc1nnc(-c2ccncc2)n1-c1ccccc1,1,i,i,i,i,27,-2,-1,i,i,i

# The listing continues.
SMILES,GSK3B inh,KCNQ1 act,PolyA inh,RGS4 pot,KCNQ1 block,GSK3 alpha inh,Dyrk1A ADPGlo,hERG protect,KCNK3 inh,KCNK9 block,RGS4 block
Cc1ccc(NC(=S)N2CCN(c3nccc(C(F)(F)F)n3)CC2)c(C)c1,0,i,i,i,i,1,-9,-6,i,i,i
Cc1ccc(C(=O)NCC(=O)OCc2csc(-c3ccccc3)n2)cc1,1,i,i,i,i,-1,1,-9,i,i,i
NC1=NC[C@H](c2ccccc2)N1CCCCC1CCCCC1,-5,i,i,i,9*,9,2,-15,i,i,i
COCCCn1c(C)nnc1SCC(=O)NNC(=O)COc1ccc(Cl)cc1,-4,i,i,i,i,-2,2,-7,i,i,i
O=C(OCc1cc(Cl)ccc1OC(F)F)c1cncc(Br)c1,2,i,i,i,i,1,7,-27,i,i,i
Cc1cc(=O)n2[nH]c(-c3ccc(F)cc3)cc2n1,-4,i,i,i,i,5,4,-9,i,i,i
COc1ccc(-c2cc(C(=O)N3CCOCC3)no2)cc1,4,i,i,i,i,4,2,-13,i,i,i
Cc1ccnc(NS(=O)(=O)c2ccc(NC(=O)CCOc3ccccc3)cc2)n1,-3,i,i,i,i,-2,-8,-6,i,i,i
Cc1nnc2ccc(-c3cccc(NC(=O)c4ccc(Cl)nc4)c3)nn12,3,i,i,i,i,-1,12,1,i,i,i
C#CCOCCOCCOCCNc1nc(N2CCN(C(=O)[C@H](Cc3cc4ccccc4[nH]3)n3cc([C@@H](N)C(C)CC)nn3)CC2)nc(N2CCN(C(=O)[C@H](CCCCN)n3cc([C@@H](N)CC(C)C)nn3)CC2)n1 (stereo not given in full),3,i,i,i,i,17,x,-4,x,i,i
CC1(C)C(C#N)=C(N)OC2=C1C(=O)CCC2,0,i,i,i,i,0,x,1,i,i,i
COc1ccc2[nH]cc(CCn3ccc(=O)c(C)c3C)c2c1,1,i,i,i,i,-1,4,-13,i,i,i
Cc1ccc(NC(=O)CN(C)c2ccc(S(=O)(=O)N3CCCC3)cn2)cc1,6,i,i,i,i,3,-4,-3,i,i,i
COc1cccc(/C=C2\N=C(c3c(-c4ccccc4)noc3C)OC2=O)c1,-8,i,i,i,i,-1,23,-4,i,i,i
Cc1ccc(Cl)cc1NC(=O)C1CC(=O)Nc2ncnn21 (stereo not given),1,i,i,i,i,-1,-7,-6,i,i,i
O=C(Cc1ccccc1)NCCc1ccc(Cl)cc1Cl,-1,i,i,i,i,-4,-8,-14,i,i,i
Cn1c(=O)c2sccc2n2c(CCCC(=O)N3CCCCC3)nnc12,6,i,i,i,i,-1,x,-14,i,i,i
CCOC(=O)c1nnn(-c2nonc2N)c1CNc1ccccc1,-5,i,i,i,i,21,3,-11,i,i,i
Cc1cccc(NC(=O)N2CCCCCC2)c1C,-1,i,i,i,i,-2,3,-11,i,i,i
O=C(CCS(=O)(=O)c1ccccc1)Nc1nc(-c2ccccn2)cs1,-1,i,i,i,i,-2,9,-14,i,i,i
CCOC(=O)CN(Cc1sccc1C)C(=O)Nc1cccc(OC)c1,-1,i,i,i,i,-3,2,-2,i,i,i
Cc1cc(C)nc(Nc2n[nH]c(COc3ccc(Cl)cc3)n2)n1,1,i,i,i,i,0,3,-7,i,i,i
N#Cc1cccc(NC(=O)Cn2cnc(S(=O)(=O)N3CCCCC3)c2)c1,-2,i,i,i,i,-2,-2,-8,i,i,i
Cc1[nH]c2ccc(C(=O)NCCCN3CCCCCC3)cc2c1C,-22,i,i,i,i,0,x,-7,i,i,i
Cc1c(/C=C/C(=O)c2ccccc2)cnn1C,0,i,i,i,i,-1,12,-4,i,i,i
O=C(COc1ccccc1Cl)NNC(=O)C1CCCO1 (stereo not given),-4,i,i,i,i,3,2,-5,i,i,i
Cc1cc(C)n(C(=O)N(c2ccccc2)c2ccccc2)n1,7,i,i,i,i,-1,-1,-3,i,i,i
COc1ccc(/C=N/NC(=O)c2ccoc2C)cc1OC,0,i,i,i,i,1,-2,3,i,i,i
O=P(c1ccccc1)(c1ccccc1)c1ccc(O)cc1,-3,i,i,i,i,-3,3,-7,i,i,i
Cc1ccc(OCC(O)CNS(=O)(=O)c2ccccc2C(=O)O)cc1 (stereo not given),-2,i,i,i,i,-3,-4,-6,i,i,i
CC(C)CC1=NN(C(=O)c2cccnc2)C(O)(C(F)(F)F)C1 (stereo not given),1,i,i,i,i,-1,-9,-4,i,i,i
O=C(NNC(=O)c1ccc(Cn2cccn2)o1)NC12CC3CC(CC(C3)C1)C2,0,i,i,i,i,x,1,-7,i,i,i
Cc1ccc(/C=c2/sc3n(c2=O)CCCN=3)o1,2,i,i,i,6*,-3,0,-14,i,i,5.3*
O=C(COC(=O)CNC(=O)c1ccccc1)Nc1ccc2c(c1)OCO2,2,i,i,i,i,0,-5,-5,i,i,i
Cn1c2c(c(=O)n(C)c1=O)C(NC(=O)C(C)(C)C)(C(F)(F)F)C(=O)N2 (stereo not given),2,i,i,i,i,-1,-2,-7,i,i,i
CCC(C)NC(=O)COC(=O)c1cccnc1Nc1ccccc1F (stereo not given),3,i,i,i,i,1,-3,-6,i,i,i
O=S(=O)(c1ccc(S(=O)(=O)n2cnc3ccccc32)cc1)N1CCCCCC1,-6,i,i,i,i,0,3,-10,i,i,i
CCOC(=O)C1CCCN(C(=S)NC2CCCCC2)C1 (stereo not given),0,i,i,i,i,-1,x,-3,i,i,i
CCCc1[nH]nc2c1C(c1ccc(OC)cc1OC)C(C#N)=C(N)O2 (stereo not given),-8,i,i,i,i,3,4,-8,i,i,i
CCOc1ccc(OCc2cccc(C(=O)N3CCCCCC3)c2)cc1,-4,i,i,i,i,-1,1,-12,i,i,i
Cc1ccc(CNCC(=O)Nc2cccc(S(=O)(=O)NC3=NCCCCC3)c2)cc1,0,i,i,i,i,0,-6,-11,i,i,i
CC(=O)c1ccc(N2CCN(C(=O)C(=O)c3cn(CC(=O)N4CCCCCC4)c4ccccc34)CC2)cc1,2,i,i,i,i,0,0,-7,i,i,i
CC(Oc1ccc(F)cc1)C(=O)Nc1nc(-c2ccccn2)cs1 (stereo not given),4,i,i,i,i,-2,9,-14,i,i,i
O=C(COc1ccccc1[N+](=O)[O-])N/N=C/c1ccccn1,-1,i,i,i,i,-5,x,-4,i,i,i
CCOC(=O)C1=C(C)NC(=O)NC1c1ccc2c(c1)OCO2 (stereo not given),-1,i,i,i,i,0,3,-2,i,i,i
